# High-throughput results (PubChem BioAssay)
# NCF1 inh = p47phox/p22phox peptide binding inhibitors, primary screen, biochemical, uHTS, NADPH oxidase regulatory subunit; Neutrophil cytosol factor 1 (Homo sapiens), P14598; fluorescence polarization, 2 h; inhibition, % at 24.7 µM; hit rate 0.53% among 220,000; AID 1274, 2008;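 active = inhibition above about 30%, limit read from the data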;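 also: 0% = p47phox with labelled peptide and 100% = labelled peptide alone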
# Target sequence (P14598 whole entry, looked up): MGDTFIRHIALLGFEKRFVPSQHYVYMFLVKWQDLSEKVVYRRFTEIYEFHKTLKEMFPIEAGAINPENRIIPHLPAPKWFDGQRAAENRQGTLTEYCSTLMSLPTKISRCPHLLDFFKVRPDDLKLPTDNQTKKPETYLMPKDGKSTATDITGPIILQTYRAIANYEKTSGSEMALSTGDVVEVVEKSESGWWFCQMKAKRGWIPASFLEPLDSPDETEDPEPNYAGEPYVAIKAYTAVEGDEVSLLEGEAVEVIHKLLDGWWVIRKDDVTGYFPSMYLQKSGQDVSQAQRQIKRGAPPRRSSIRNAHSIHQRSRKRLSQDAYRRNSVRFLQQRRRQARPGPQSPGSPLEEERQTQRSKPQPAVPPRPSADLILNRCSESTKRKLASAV
# Furin inhibitor = human furin inhibitors, primary screen, biochemical, fluorescence intensity. P09958. purified furin, fluorogenic substrate cleavage. inhibition, % at 30 µM. hit rate 0.061% among 220,000; in the data active = inhibition above about 25%; also: inactives centre near -15
# RBBP9 inh = human RBBP9 inhibitors, primary screen, biochemical, fluorescence polarization, FP-Rh probe, HTS; hit rate 0.2% among 220,000; AID 1515, 2009; inhibition, % at 7.94 µM; Serine hydrolase RBBP9 (Homo sapiens), O75884; recombinant RBBP9;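 active = inhibition above the campaign mean of all tested compounds plus 3 SD, cut at about 14% in these data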;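 also: plate controls were DMSO wells with RBBP9 for no effect and wells lacking RBBP9 protein for full effect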
# Target sequence (O75884 whole entry, looked up): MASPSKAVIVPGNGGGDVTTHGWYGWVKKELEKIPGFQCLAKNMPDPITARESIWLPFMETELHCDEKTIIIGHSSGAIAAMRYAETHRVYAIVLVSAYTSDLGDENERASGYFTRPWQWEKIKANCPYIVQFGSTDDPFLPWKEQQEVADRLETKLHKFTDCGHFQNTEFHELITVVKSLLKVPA
#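 Material: RBBP9 protein. Amount: RBBP9 at 2.5 µM in dispensed solution, before mixing. Schedule: 30 min then 45 min, 25 °C. Medium: Tris buffer pH 8.0, NaCl, Pluronic. Measured by: fluorescence polarization. Measure: percent inhibition from mP, scaled between DMSO and no-protein wells. Replication: one well per compound.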
# p97 inhibitor = inhibitors of human p97 ATPase, primary screen, biochemical; Transitional endoplasmic reticulum ATPase (Homo sapiens), P55072; recombinant p97 ATPase, Kinase-Glo ATP luminescence, 3 h; inhibition, % at 8 µM; hit rate 0.42% among 220,000; in the data active = inhibition above about 15%;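 also: 0% = DMSO vehicle and 100% = wells lacking enzyme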
# EBV gp42 block = Epstein-Barr virus gp42 inhibitors, primary screen, biochemical, uHTS, fluorescence polarization; Fluorescence polarization binding assay, mP read-out; inhibition, % (tested at 21.74 µM); hit rate 0.42% among 220,000; AID 1085, 2008; in the data active = inhibition above about 50%
# Target sequence (Q1HVG2 whole entry, looked up): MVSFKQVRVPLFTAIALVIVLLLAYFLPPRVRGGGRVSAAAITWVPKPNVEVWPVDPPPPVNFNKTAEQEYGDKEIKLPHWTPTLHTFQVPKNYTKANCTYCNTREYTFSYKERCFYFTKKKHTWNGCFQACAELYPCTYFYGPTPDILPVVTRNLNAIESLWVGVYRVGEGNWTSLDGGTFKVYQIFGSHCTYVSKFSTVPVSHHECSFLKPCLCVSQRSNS
# Runt-CBFb FRET = inhibitors of RUNX1 Runt–CBFb binding, primary screen, biochemical, FRET, Cerulean-Runt, Venus-CBFb, uHTS; Cerulean-Runt/Venus-CBFb FRET ratio 530/480, 1 h; Runt-related transcription factor 1 (Homo sapiens) + Core-binding factor subunit beta …; hit rate 0.46% among 220,000; inhibition, % at 20 µM; AID 1496, 2009;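 active = inhibition over about 50% at 20 µM in the single-dose screen, limit read from the data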;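 also: 0% = DMSO wells and 100% = excess unlabeled CBFb competitor control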
#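 Assay system: Cerulean-tagged RUNX1 Runt domain (FRET donor) fusion protein / Amount: 100 nM each of Venus-CBFb and Cerulean-Runt domain / Medium: Tris buffer pH 7.5 with salts and BSA / Also added: Venus-CBFb 100 nM / Schedule: 1 h complex formation plus 1 h compound treatment, room temperature / Signal: FRET fluorescence / Read-out: loss of energy transfer signal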
# Calpain2 inh = inhibitors of pig calpain II, primary screen, biochemical, fluorogenic peptide substrate, 1536-well | purified calpain II, 30 min | inhibition, % at 16 µM | hit rate 0.37% among 220,000 | AID 1236, 2008;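 active = inhibition above about 50%, limit read from the data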
# Runt-SMMHC FRET = inhibitors of RUNX1 Runt–CBFb-SMMHC binding, primary screen, biochemical, FRET, Cerulean-Runt, Venus-CBFb-SMMHC, uHTS; Runt-related transcription factor 1 (Homo sapiens) + Core-binding factor subunit beta …; Cerulean-Runt/Venus-CBFb-SMMHC FRET ratio 530/480, 1 h; inhibition, % at 20 µM; hit rate 0.74% among 220,000;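 active = mean inhibition across duplicate retests at 20 µM reaching about 50%, limit read from the data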;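 also: 0% = DMSO wells and 100% = wells with excess untagged CBFb-SMMHC; inhibitors lower the FRET ratio by blocking Runt binding to CBFb-SMMHC; some results filed as inactive read as strong as hits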
# Tb hexokinase = Trypanosoma brucei hexokinase 1 inhibitors, primary screen, biochemical, G6PDH-coupled NADH absorbance, MLSCN library; hit rate 0.11% among 220,000; inhibition, % at 10 µM; recombinant TbHK1, G6PDH-coupled NADH A340; AID 1430, 2008; hexokinase 1 [Trypanosoma brucei];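 active = inhibition of 50% or more in the single-dose primary screen; inactive = inhibition below 50%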
# The depositor's hits bear a star; x = not tested or not shown; [ ] = remark or other dose.
SMILES,NCF1 inh,Furin inhibitor,RBBP9 inh,p97 inhibitor,EBV gp42 block,Runt-CBFb FRET,Calpain2 inh,Runt-SMMHC FRET,Tb hexokinase
O=C(c1cnc2sccn2c1=O)N1CCN(c2ccccc2Cl)CC1,0.2,-16.7,-3.0,-1.6,-8.3,0.1,3.5,2.4,-64.7
COc1ccccc1NC(=O)c1ccc(COc2ccc3c(c2)CCC3)cc1,-9.8,-29.1,-8.1,3.8,-3.4,0.0,9.3,3.0,2.8
COc1ccccc1N1CCN(C(=O)C(=O)N/N=C/c2cccc(O)c2)CC1,2.2,-19.1,-3.2,2.1,7.2,2.0,-5.5,2.2,-7.9
CCCNC(=O)OCC12CC3CC(CC(C3)C1)C2,5.8,-19.0,-12.4,-0.2,1.1,0.0,4.8,1.6,-2.8
COc1ccc(CCNCCC(=O)Nc2c(C)cc(C)cc2C)cc1OC,-8.2,-6.3,-0.9,-3.9,3.3,1.4,16.6,-1.1,16.2
CCN1CCN(c2cc(C)c3cc(NC(=S)N4CCN(c5ccc(F)cc5)CC4)ccc3n2)CC1,-11.2,-6.8,-6.1,-2.1,1.6,7.5,-128.4,5.2,-21.5
COc1cc(OC)c(NC(=O)CCNS(=O)(=O)c2ccc3c(c2)oc(=O)n3C)cc1Cl,-2.9,-17.9,-2.1,2.8,-3.9,0.0,-7.9,0.2,2.8
COc1ccccc1NS(=O)(=O)c1cc(N)ccc1N1CCCCC1,-1.9,-4.5,-5.1,-2.5,-12.3,12.3,20.5,3.9,9.5
Cc1ccc(NC(=O)CCCC(=O)O)c(Br)c1,-0.7,-21.8,-5.2,4.4,-17.3,0.7,7.0,3.8,-4.7
CC1(C)CC(=O)C2=C(C1)Nc1ccccc1NC2c1nc2ccccc2[nH]1 (centres undefined),-14.6,-1.7,-1.6,-14.3,-11.7,1.7,7.7,-8.1,-45.9
CC(=O)NC(Cc1ccc(F)cc1)C(=O)NC1CCN(c2nnnn2-c2ccccc2)CC1 (centres undefined),-12.3,-12.6[20 µM],4.1,0.1,-9.0,0.3,4.2,0.7,-9.1
Cc1ccc(S(=O)(=O)N2CCC(=O)N(C(COC(=O)Nc3ccccc3)Cc3ccccc3)CC2)cc1 (centres undefined),-4.8,-17.4,-8.0,7.9,-6.5,-2.5,-66.9,-3.6,0.7
Cc1nnc(SCC(=O)NCCN2C(=O)CSC2=O)n1-c1ccccc1,-2.8,-27.5,-6.1,-3.2,-4.4,0.8,15.8,-2.5,5.7
Cc1ccc(C)c(OCC(=O)NCC(C)C)c1C,-12.1,-9.6,-3.9,1.3,-3.4,-2.2,0.6,-13.5,8.0
O=C(Nc1nccs1)c1cc(-c2ccncc2)nc2ccccc12,3.5,-18.2,-3.6,8.3,1.1,-1.4,-30.0,-8.7,-16.4
Fc1ccc(CNCCC(Cc2ccccc2)c2ccco2)cc1 (centres undefined),-2.5,11.3,3.5,-4.8,-9.5,-1.5,-8.3,-2.4,27.3
COc1ccc(S(=O)(=O)Nc2ccc(N(C)C(C)=O)cc2)cc1,-5.0,-6.0[20 µM],-6.4,1.2,1.6,-0.5,-8.1,1.6,-1.5
C(=C\c1ccccc1)/CN1CCN(Cc2ccc3c(c2)OCCO3)CC1,-3.0,-8.8[20 µM],-0.5,-0.1,-8.5,0.6,-5.8,-8.6,2.7
CCOC(=O)c1ccc(NC(=O)Nc2ncccc2C)cc1,5.6,-24.0,-0.3,2.3,-17.3,-1.0,51.1*,3.4,-9.0
O=C(NC(c1ccccc1)c1ccccc1)N1CCN(CCO)CC1,-7.0,-15.1,-7.5,-3.7,-8.6,-1.2,-42.3,-4.4,4.4
Cc1cccc(N/C=C(\[N+](=O)[O-])S(=O)(=O)c2ccccc2)c1C,-5.9,-23.3,-4.9,3.0,4.1,2.9,-4.7,2.6,-2.9
COC(=O)c1cccc(NC(=O)c2cccnc2C(=O)O)c1C,-1.2,-16.0,-4.1,1.5,-23.9,1.1,-6.3,3.0,0.7
Cc1ccc(Cl)cc1NC(=O)Cn1cc(C(F)(F)F)cc(Cl)c1=O,-11.4,-13.9,-12.0,3.6,-0.7,1.6,-0.1,2.2,3.0
CCOc1ccc(C(=O)Nc2cc(OC)ccc2OC)cc1,-3.9,-22.5,1.1,-2.4,-21.8,-1.5,12.2,-4.5,-8.1
COc1ccc(/C=C/C(=O)Oc2ccc(/C=N/NC(=O)COc3c(C)cccc3C)cc2)cc1,-15.1,-15.8,0.8,6.5,-21.6,0.9,7.5,-1.4,-6.3

# Given with the structure last: two of the compounds above.
NCF1 inh,Furin inhibitor,RBBP9 inh,p97 inhibitor,EBV gp42 block,Runt-CBFb FRET,Calpain2 inh,Runt-SMMHC FRET,Tb hexokinase,canonical_smiles
5.6,-24.0,-0.3,2.3,-17.3,-1.0,51.1*,3.4,-9.0,CCOC(=O)c1ccc(NC(=O)Nc2ncccc2C)cc1
-7.0,-15.1,-7.5,-3.7,-8.6,-1.2,-42.3,-4.4,4.4,O=C(NC(c1ccccc1)c1ccccc1)N1CCN(CCO)CC1

# Some of the entries so far, tab-delimited.
mol	NCF1 inh	Furin inhibitor	RBBP9 inh	p97 inhibitor	EBV gp42 block	Runt-CBFb FRET	Calpain2 inh	Runt-SMMHC FRET	Tb hexokinase
Cc1nnc(SCC(=O)NCCN2C(=O)CSC2=O)n1-c1ccccc1	-2.8	-27.5	-6.1	-3.2	-4.4	0.8	15.8	-2.5	5.7
Cc1ccc(C)c(OCC(=O)NCC(C)C)c1C	-12.1	-9.6	-3.9	1.3	-3.4	-2.2	0.6	-13.5	8.0
O=C(Nc1nccs1)c1cc(-c2ccncc2)nc2ccccc12	3.5	-18.2	-3.6	8.3	1.1	-1.4	-30.0	-8.7	-16.4

# Other compounds:
SMILES,NCF1 inh,Furin inhibitor,RBBP9 inh,p97 inhibitor,EBV gp42 block,Runt-CBFb FRET,Calpain2 inh,Runt-SMMHC FRET,Tb hexokinase
Cc1nn(-c2cccc(C(=O)O)c2)c(C)c1[N+](=O)[O-],-4.0,-24.9,4.1,3.9,0.8,-2.5,18.5,0.2,-4.2
NC(N)=Nc1nc2cc([N+](=O)[O-])ccc2o1,-7.4,-24.0,-7.2,5.4,-21.5,-1.0,-26.6,0.6,-9.7
O=C(c1nn2c(C(F)(F)F)cc(-c3ccc(F)cc3)nc2c1Cl)N1CCOCC1,-2.0,-11.7,-0.5,6.0,-9.8,-4.8,7.2,-10.4,-6.9
CCCNNC(=O)C(O)(c1ccccc1)c1ccccc1,3.6,-14.2,0.7,-1.0,-8.0,0.9,-10.0,2.7,-2.9
CCc1nnc(NC(=O)CSc2nc(-c3ccc(OC)cc3)ns2)s1,-8.0,-11.6[20 µM],0.4,3.8,6.6,-2.6,11.6,-0.1,-0.4
CCC(C)(C)NC(=O)CN(C(=O)c1snc(C(N)=O)c1N)c1ccc(OC)c(OC)c1,-4.7,-6.4[20 µM],3.0,-5.3,-6.8,-1.9,-3.2,1.8,-26.4
O=C(Nc1ccc(S(=O)(=O)N2CCCC2)cc1)c1cccnc1,-14.5,-19.1[20 µM],-2.6,1.1,-13.8,-1.2,8.8,1.0,-0.6
COc1ccc(C(=O)O/N=C2\CCCc3nonc32)cc1,-7.6,-18.5,-4.5,-0.4,-5.6,1.6,0.3,1.9,-11.7
CCCC(=O)OC1CCS(=O)(=O)c2sccc21 (centres undefined),3.0,-8.7,-11.6,-2.7,6.0,-0.1,2.7,2.6,1.9
O=C(CN1CCN(c2ccc(Cl)cc2[N+](=O)[O-])CC1)N1CCOCC1,-2.6,-25.3,-7.2,9.6,-19.9,0.0,-0.1,-6.6,6.1
O=C(COC(=O)/C=C/c1nc2ccccc2s1)Nc1ccccc1Oc1ccccc1,-26.4,-4.8,-5.2,-3.9,0.5,5.1,7.5,-1.6,30.7
CN(C)c1ccc(/C=C(/C#N)C(=O)NCc2ccccc2)o1,-13.2,2.5,1.8,4.3,-338.6,-25.1,20.1,-43.7,-4.4
OC(CN=c1sc2ccccc2n1CC(O)COc1ccccc1)COc1ccccc1 (centres undefined),-16.3,14.5[20 µM],-13.8,-13.3,6.8,-5.6,26.8,-3.8,5.2
COc1ccc(NC(=O)CCN2C(=O)c3ccncc3C2=O)cc1OC,-9.6,-29.2,7.3,6.2,-13.9,2.2,-16.8,3.0,-5.0
CC(C)(C)C(=O)N1CCC(O)(CS(=O)(=O)c2ccc(Cl)c(Cl)c2)CC1,0.5,-15.2,-10.3,-4.0,-6.9,1.1,24.7,-1.3,1.2
Cc1ccc(-c2nnc3n2N=C(c2ccc(Br)cc2)CS3)cc1,-10.4,-32.9,6.3,0.8,15.1,-3.9,0.4,-7.5,-8.1
Cc1onc(-c2ccccc2)c1C(=O)N1CCCc2ccccc21,-4.3,-20.7,-0.5,2.0,-13.5,-0.8,-7.4,3.7,1.2
O=C1CCC/C(=N\NC(=O)c2ccc(CSc3cccc4cccnc34)cc2)C1,-0.5,-16.3,-5.8,5.6,-2.2,0.6,-269.0,-3.9,-3.2
Cc1ccc(-n2nc(C(=O)O)cc2-c2ccccc2)cc1,-0.5,-20.9[20 µM],11.2,2.8,-5.1,1.4,7.4,2.0,-1.7
COc1ccc(C2CC(C(F)(F)F)n3ncc(C(=O)O)c3N2)cc1OC (centres undefined),0.9,-22.9,-3.5,2.0,-23.8,-5.3,-2.4,-7.1,0.2
CCC(=O)c1ccc(OCC(O)CN2CCOCC2)cc1 (centres undefined),-9.5,-22.2[20 µM],-9.0,2.7,-14.7,2.9,-12.1,1.9,4.0
Cc1ccc(S(=O)(=O)NC2c3cccc4cccc(c34)C2Sc2nncn2C)cc1 (centres undefined),-6.1,-12.9,4.6,0.7,-16.9,-5.5,-0.1,3.5,-0.7
CC(=O)N1CCC2(CC1)C(C#N)=C(N)Oc1c2sc2nc(C)cc(C)c12,-4.0,-16.4,-6.2,-0.1,0.1,1.0,-43.5,1.9,-2.1
COc1ccc(C(=O)N/N=C2/SCC(=O)N2Cc2ccc3c(c2)OCO3)cc1OC,-13.5,-5.1[20 µM],5.7,4.9,-10.5,0.6,-15.3,4.5,1.8
COc1ccc(NS(=O)(=O)c2ccc(N3CCCC3)c(NC(=S)Nc3cccc(S(=O)(=O)N(C)C)c3)c2)cc1,-44.8,-11.6,-12.6,9.1,-42.6,44.7,-81.8,26.8,18.4
COc1cccc(/C=c2/s/c(=C(\C#N)C(=O)N3CCOCC3)n(-c3ccccc3)c2=O)c1,12.4,-1.6[20 µM],-3.7,-3.2,12.6,-0.3,-125.4,6.1,-24.9
CCOC(=O)N1CCC(NC(=O)C2CCN(C(=O)N3CC(C)Oc4ccccc43)CC2)CC1 (centres undefined),-15.8,-13.2[20 µM],-10.1,-2.0,-24.0,1.8,-8.6,3.9,-5.4
COCCNC(=O)c1ccc(CS(=O)(=O)c2c(Cl)cccc2Cl)o1,1.8,-15.1,1.5,1.8,-7.4,x,7.4,-0.7,-4.2
